# Bioassay records from PubChem BioAssay.
# Insulin prom inh – TRM-6 insulin promoter activity inhibition | 130,000 compounds, 0.9% hits | TRM-6 cells (human fetal islet line), insulin promoter-eGFP reporter, imaging; reporter expression induced with tamoxifen | inhibition, % at 2 µM;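 active = inhibition above the mean plus 3 SD, with well images judged a real hit on visual review, cut at about 60% in these data, passing the limit was not always enough; inconclusive = inhibition over the cutoff but images rejected on review; inactive = inhibition not above the cutoff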
# SDO1 yeast rescue – sdo1-depleted yeast growth rescue; S. cerevisiae sdo1-depleted JHY4D growth rescue, OD600 30 h; hits give high values; pdr5 snq2 efflux-pump mutant strain; z-score at 10 µM; AID 817; 140,000 compounds, 0.21% hits;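 active = z-score above 3 at both the 24 hr and the 30 hr optical density reads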;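 note: z-score against mean and SD of all compound wells on the same plate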
# SDO1 yeast rescue Rescue 24 h – recorded beside SDO1 yeast rescue, whose call it bears; z-score; S. cerevisiae sdo1-depleted JHY4D growth rescue, OD600; measured here: growth rescue at 24 h;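 0 is the plate mean of compound wells and units are plate SD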
# Numbers without * were called inactive; ? = inconclusive; nt = not tested or not shown.
Insulin prom inh,SDO1 yeast rescue,SDO1 yeast rescue Rescue 24 h,SMILES
-3.2,0.29,0.78,COC(=O)c1ccc(C(C(=O)NC2CCCCC2)N(C(=O)Cc2cccs2)C2CC2)cc1 (stereo unspecified)
34.4,-0.58,-0.24,CNc1nnc(-c2cc3cc(Cl)ccc3oc2=O)s1
nt,0.75,0.87,CCCSc1nc(C)c(C(C)=O)cc1C#N
nt,0.95,0.57,Fc1ccc(-n2c(-c3ccco3)nc3nc4ccccc4nc32)cc1
21.4,-0.41,-0.01,CCCCCCOc1ccc(N2C(=O)CC(NCCc3ccc(S(N)(=O)=O)cc3)C2=O)cc1 (stereo unspecified)
nt,0.66,0.72,Cc1cc(=O)oc2cc(OC(=O)CCCCCN3C(=O)c4ccccc4C3=O)ccc12
37.1,-0.23,-0.42,Cc1ccc(-n2nnc3c(SCC(=O)NCc4ccco4)ncnc32)cc1
-18.2,0.44,0.08,COC(=O)Nc1nnc(Cc2ccccc2)s1

# Whole records as entered above:
# Shown for Fc1ccc(-n2c(-c3ccco3)nc3nc4ccccc4nc32)cc1 : Insulin prom inh: nt; SDO1 yeast rescue: 0.95; SDO1 yeast rescue Rescue 24 h: 0.57
# Shown for Cc1ccc(-n2nnc3c(SCC(=O)NCc4ccco4)ncnc32)cc1 : Insulin prom inh: 37.1; SDO1 yeast rescue: -0.23; SDO1 yeast rescue Rescue 24 h: -0.42

# Next structures:
Insulin prom inh,SDO1 yeast rescue,SDO1 yeast rescue Rescue 24 h,SMILES
-107.1,-1.33,-1.31,O=S(=O)(Nc1ncnc2sc3c(c12)CCC3)c1ccc(Cl)s1
nt,-0.54,-1.3,COc1ccccc1NC(=O)C(C)NS(=O)(=O)c1ccc(Cl)cc1 (stereo unspecified)
-17.2,-1.29,-1.07,Cc1ccc(OCC(=O)NNc2c3ccccc3nc3ccccc23)cc1
-10.0,nt,nt,CCc1cc2cc3c(cc2nc1SCC(=O)OC(C)C)OCO3
23.1,0.07,-0.23,c1ccc(-n2c(SCC3CCCCO3)nnc2-c2cnccn2)cc1 (stereo unspecified)
28.6,nt,nt,CC(=O)Nc1ccc(S(=O)(=O)NCC2CCC(C(=O)NCc3ccccc3)CC2)cc1 (stereo unspecified)
21.4,-0.19,-0.12,COc1cc2cccc(OC)c(=O)c2c(O)c1OC
nt,-1.38,-1.61,Nc1nc(Nc2cccc(F)c2)nc2ccccc12
25.0,-0.11,-1.22,Cc1ccc(S(=O)(=O)NC(C(=O)Oc2cc3oc(=O)cc(C)c3cc2Cl)C(C)C)cc1 (stereo unspecified)
-38.7,0.2,0.43,CN(Cc1ccccc1)S(=O)(=O)c1ccc(NS(=O)(=O)Cc2ccccc2)cc1
-141.7,1.17,1.09,C=CCOc1ccc(C2C(C(=O)c3ccco3)=C(O)C(=O)N2Cc2cccnc2)cc1 (stereo unspecified)
16.7,-0.15,0.72,Cn1c(CCCOc2ccc(Cl)cc2Cl)nnc1SCC(=O)Nc1ccc(F)c(Cl)c1
25.0,0.25,-0.86,Cc1ccc2nc(C(=O)O)c(C(=O)O)nc2c1
-93.3,0.05,0.35,O=C(Nc1ccc(Cl)c(Cl)c1)Nc1cc(C(=O)NC2CC2)ccc1Cl
7.7,0.33,0.28,CCCn1c(O)c2ccc(C(=O)N=NC(=O)c3cccnc3)cc2c1O
nt,0.63,0.55,CCCCCOc1ccc(C2NC(=O)NC2=O)cc1 (stereo unspecified)
-87.1,-0.05,-0.37,CC(C(=O)Nc1cccc([N+](=O)[O-])c1)n1nnc2ccccc21 (stereo unspecified)
-51.4,-0.69,-0.86,CC(C)(C)c1cccc(OCCCSc2ncccn2)c1
38.5,-0.4,-0.78,CC(NC(=O)NC(N)=O)(C(F)(F)F)C(F)(F)F
-28.6,-0.37,-1.03,CSCCC(NC(=O)C1CCC(C)CC1)C(=O)NCc1ccco1 (stereo unspecified)
10.3,-0.16,0.17,CCn1c(SC)nc(O)c(C(c2ccc(OC)c(O)c2)c2c(O)nc(SC)n(CC)c2=O)c1=O
-50.0,-0.15,0.91,COc1ccc(-n2nnnc2SCC(=O)Nc2ccccc2)cc1
-35.7,nt,nt,COc1ccc(N2CCN(C(=O)CSc3nc4[nH]ncc4c(=O)n3-c3ccc(Br)cc3)CC2)cc1
8.7,-0.06,-0.56,COCCCNc1ccnc2c(Cl)cccc12
17.6,nt,nt,O=C(COC(=O)/C=C/c1ccc(Cl)cc1Cl)Nc1ccc2c(c1)OCCO2
42.9,nt,nt,CCOC(=O)c1sc2nc(C)nc(SCC(=O)NC3CCS(=O)(=O)C3)c2c1C (stereo unspecified)
-15.8,-0.5,-0.61,O=C(CN1CCOCC1)c1c[nH]c2ccccc12
nt,1.56,2.16,CC(=O)N1CC=C2C(C#N)=C(N)C(C#N)(C#N)C(CCc3ccccc3)C2C1 (stereo unspecified)
6.7,-0.02,-0.32,Cc1ccc(C)c(OCC(=O)Nc2cccc(C(=O)O)c2)c1C
0.0,2.17,2.32,CCOC(=O)CSc1nnc(CNC(=O)c2ccc(OC)c(OC)c2)n1C
-43.2,-1,0.06,O=C1N(Nc2ccccc2)C(c2ccc(Br)cc2)C12CCCC2 (stereo unspecified)
42.9,nt,nt,O=[N+]([O-])c1ccccc1S(=O)(=O)NC1CCCC1
42.9,nt,nt,O=C(CSc1nc(O)c(C2CCCCC2)c(=O)[nH]1)N1CCOCC1
42.9,0.17,-0.24,C=CCNc1ncnc2c1cnn2-c1ccc(C)cc1C
nt,0.34,0.4,Cc1ccc2nc(C3CCCN(C(=O)NCc4ccccc4)C3)[nH]c2c1 (stereo unspecified)
0.0,0.8,-0.01,CCCn1c2ccccc2c2nnc(SCC(=O)Nc3c(C)n(C)n(-c4ccccc4)c3=O)nc21
25.0,0.65,0.22,COc1ccc(-n2c(-c3ccc(Br)cc3)c[n+]3c2CCc2ccccc2-3)cc1
-10.0,0.41,0.37,O=C1CC(c2ccccc2)n2nc(NC(=O)C3CCCO3)nc2N1 (stereo unspecified)
-13.9,nt,nt,CC12CC3(C)CC(C)(C1)CC(C(=O)NC1=NCCS1)(C2)C3
50.0,0.04,-0.1,CC(C)Nc1nc(Cl)nc(N(C#N)CN2C(=O)c3ccccc3C2=O)n1

# Some of the entries above, reformatted.
# Below each SMILES: Insulin prom inh	SDO1 yeast rescue	SDO1 yeast rescue Rescue 24 h
- Cc1ccc2nc(C3CCCN(C(=O)NCc4ccccc4)C3)[nH]c2c1 (stereo unspecified)
 : nt	0.34	0.4
- CCCn1c2ccccc2c2nnc(SCC(=O)Nc3c(C)n(C)n(-c4ccccc4)c3=O)nc21
 : 0.0	0.8	-0.01

# (next part)
Insulin prom inh,SDO1 yeast rescue,SDO1 yeast rescue Rescue 24 h,SMILES
37.5,0.12,-0.69,C=C(C)c1cccc(C(C)(C)NC(=O)N2CCCC(C(N)=O)C2)c1 (stereo unspecified)
-5.0,nt,nt,O=C(N/N=C/c1ccc(Cl)c([N+](=O)[O-])c1)c1cc(-c2ccccc2)nc2ccccc12
0.0,-0.19,-1.04,Cc1ccc(S(=O)(=O)CCC(=O)OC(C)C(=O)c2c(C)[nH]c3ccccc23)cc1 (stereo unspecified)
28.6,-0.35,-0.21,CCOC(=O)c1cnc(SCc2nc(N)nc(Nc3ccc(OC)cc3)n2)nc1N
nt,-2.1,-1.4,CC(=O)c1cccc(NC(=O)Nc2cc3sccc3n2C)c1
-6.7,-0.71,-0.53,COc1ccc(N2C(=O)C(Cl)=C(N3CCCC(C)C3)C2=O)cc1 (stereo unspecified)
0.0,0.5,2.32,CCOC(=O)c1c(C)[nH]c(C(=O)CSc2ccc(Cl)cc2)c1C
11.8,-0.79,-0.52,CCOc1ccc(CNC(=S)N/N=C/c2ccc(OC)c(OC)c2)cc1
nt,-0.39,0.75,COc1ccc(-n2nnnc2SCC(=O)Nc2ccc3c(c2)OCCO3)cc1OC
-33.3,nt,nt,CCNC(=S)N1C2CCC1CC(NC(=O)Nc1ccc(C(=O)OCC)cc1)C2 (stereo unspecified)
nt,-1.09,-0.53,COc1ccc(N(C(=O)c2ccco2)C(C(=O)NC2CCCC2)c2ccc(N(C)C)cc2)cc1 (stereo unspecified)
-28.6,-1.02,-1.52,CC(=O)CC(c1ccccc1)S(=O)(=O)c1ccc(C)cc1 (stereo unspecified)
-26.7,-0.82,-1.34,CCc1ccc2c(CN3CCN(S(=O)(=O)c4cccs4)CC3)cc(=O)oc2c1
0.0,nt,nt,Cc1ccc(-n2ncc3c(SCC(=O)NNC(=O)c4ccco4)ncnc32)cc1
44.4,-2.11,-0.83,CC(C)(C)c1cnnn1-c1ccc(/C=N/Nc2ccc([N+](=O)[O-])cc2)cc1
31.8,1.97,2.81,CS(=O)(=O)NCC(c1cccnc1)N1CCN(c2ccc(F)cc2)CC1 (stereo unspecified)
-16.7,-0.59,-0.78,CCN(CC)C(=O)/C(=C/c1ccc2c(c1)OCO2)NC(=O)c1ccc(Br)cc1
-10.3,-0.1,-0.54,N#CC1(C#N)C2=C(CCCC2)NC(c2ccccc2)C1(C#N)C#N (stereo unspecified)
0.0,nt,nt,CC(=O)c1cccc(NC(=O)c2c(C)nn(-c3ccccc3)c2Cl)c1
nt,0.45,-0.19,CCn1cc(C(=O)NCc2ccccc2OC)c(=O)c2cc(S(=O)(=O)N(C)C)ccc21
-66.7,0.08,-0.79,CCOC(=O)c1ccc(Oc2cc(C)nc(SC)n2)cc1
0.0,0.21,0.51,CCOc1ccc(NS(=O)(=O)c2ccc(OC)c(NC(=O)c3ccc4c(c3)OCCO4)c2)cc1
25.0,0.58,-0.16,CCOC(=O)C1CCN(C(=O)Nc2ccc3c(c2)nc(C)n3C)CC1
53.9,1.42,1.61,COc1cc(NC(=O)C(C)Oc2ccccc2)c(C(=O)O)cc1OC (stereo unspecified)
nt,0.12,-0.62,O=C(NCCc1cccs1)C1CC(c2ccccc2[N+](=O)[O-])=NO1 (stereo unspecified)
83.3*,2.6,1.79,Cc1cc(C(=O)Oc2cccnc2)ccc1[N+](=O)[O-]
-56.2,0.21,-0.15,Cc1cc(C)c[n+](C2=C([O-])c3ccccc3C(=O)/C2=N\S(=O)(=O)c2cccs2)c1
-81.8,nt,nt,N#CCC(=O)Nc1ccc(C(=O)OCC(=O)N(Cc2ccccc2)C2CCS(=O)(=O)C2)cc1 (stereo unspecified)
14.3,1.23,0.8,O=S(=O)(NCc1ccccn1)c1cccc2nsnc12
nt,-0.12,-0.29,O=C(Cn1cnc2ccccc2c1=O)NCC(=O)N1CCN(Cc2ccc3c(c2)OCO3)CC1
nt,0.82,0.94,O=C1Nc2ccccc2C12OCCCO2
nt,-0.67,-0.16,COc1ccc(CCNC(=O)c2nnc(Cc3c(F)cccc3Cl)o2)cc1OC
-51.6,0.63,-0.29,Cc1ccc(OCCCC(=O)NCc2ccco2)cc1
-42.9,nt,nt,C=CCN(C(=O)CSc1nc2ccsc2c(=O)n1Cc1ccccn1)c1ccccc1
71.4*,nt,nt,Cn1c(=O)n(C)c2cc([N+](=O)[O-])c(N3CCN(C(=O)C(C)(C)C)CC3)cc21
nt,0.22,-0.5,COc1ccccc1C(=O)NNC(=S)NC(=O)c1sc2ccccc2c1Cl
-181.2,-0.33,1.24,O=C(Nc1ccccc1N1CCN(C(=O)c2ccccc2)CC1)c1cc2ccccc2o1
nt,0.48,0.83,O=C(Cn1c(=O)oc2cc(S(=O)(=O)N3CCOCC3)ccc21)N1CCc2ccccc2C1
7.7,0.46,0.23,COc1cccc(/C=N/NC(=O)CN2CC(c3ccccc3)CC2=O)c1O (stereo unspecified)
18.2,-0.28,-0.59,C=CCN=c1sc(C(=O)OC)cc(=O)n1CC=C

# Pulled by compound from the list above (three):
Insulin prom inh,SDO1 yeast rescue,SDO1 yeast rescue Rescue 24 h,SMILES
nt,0.48,0.83,O=C(Cn1c(=O)oc2cc(S(=O)(=O)N3CCOCC3)ccc21)N1CCc2ccccc2C1
7.7,0.46,0.23,COc1cccc(/C=N/NC(=O)CN2CC(c3ccccc3)CC2=O)c1O (stereo unspecified)
-51.6,0.63,-0.29,Cc1ccc(OCCCC(=O)NCc2ccco2)cc1

# More results follow.
Insulin prom inh,SDO1 yeast rescue,SDO1 yeast rescue Rescue 24 h,SMILES
-6.5,0.27,-0.12,Cc1[nH]c(=O)[nH]c(=O)c1S(=O)(=O)N1CCC(C(=O)N2CCN(Cc3ccccc3)CC2)CC1
-38.5,-1.07,-0.04,c1ccc(COc2ccc(OCCN3CCCCC3)cc2)cc1
nt,0.38,0.51,CCN(CC)C(=O)c1csc(Nc2ccc(C)cc2)n1
-6.1,0.6,-0.23,Cc1ccc(NC(=O)CCc2c(C)nc3ncnn3c2C)nc1
28.6,nt,nt,N#CCCS(=O)(=O)c1nnnn1-c1ccccc1
-22.2,0.68,-0.21,C#CC[N+](C)(C)CCCCCCCCC
-18.8,-2.32,-1.3,CCOc1ccc(NC(=O)C2CC(=O)N(CC)C(=Nc3ccc4c(c3)OCO4)S2)cc1 (stereo unspecified)
-190.5,-0.2,-0.41,Cc1ccc(Nc2nc(N)nc(CSc3nccn3C)n2)c(C)c1
nt,-0.99,-1.18,O=C1/C(=C/c2cccs2)COc2ccccc21
-16.2,-0.37,-0.44,COc1ccc([N+](=O)[O-])cc1NC(=O)Cc1ccc(C)cc1
-40.0,1.42,0.76,CCCN(CCC)C1=CC(=[N+]2CCCC2)CC(C)(C)C1
-6.7,-0.4,-0.03,CCC(=O)c1cc(F)c(N2CCN(S(=O)(=O)c3ccccc3)CC2)cc1C
63.6,nt,nt,CCOC(=O)C1CCCN(C(=O)CSc2ccc(NC(C)=O)cc2)C1 (stereo unspecified)
nt,0,-1.19,Cc1cc(C)cc(N(C(=O)CNC(=O)c2ccco2)C(C(=O)NC2CCCC2)c2cccnc2)c1 (stereo unspecified)
-44.7,0.97,1.66,CCOC(=O)/C(C(N)=NC(C)C)=C(\O)c1ccccc1
?,nt,nt,O=C(CCn1c(=S)oc2ccccc21)N1CCCCC1
51.7,0.19,-0.43,COC(=O)N1CCN(c2ccc(C(C)=O)cc2)CC1
